Screening data deposited in PubChem by The Scripps Research Institute Molecular Screening Center.
EBNA-1 inhibitor: blocks EBNA-1 binding to DNA. hit rate 0.34% among 300,000. EBNA-1 DNA binding, fluorescence polarization. inhibition, % at 14.8 µM; in the data active = inhibition above about 28%
pPAFAH inh: inhibitors of human plasma PAF acetylhydrolase (pPAFAH) | recombinant pPAFAH, FP-rhodamine probe fluorescence polarization | hit rate 1.5% among 330,000 | inhibition, % at 3.39 µM | AID 463082 | Q13093;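 active = inhibition above the mean inhibition across the screen plus 3 SD, cut at about 25% in these data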;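 note: inhibitors block binding of the rhodamine activity-based probe so polarization drops; 0% = enzyme with DMSO and 100% = wells lacking pPAFAH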
ZTA counter: counter-screen for EBNA-1 inhibitors: inhibitors of Epstein-Barr virus ZTA | ZTA-DNA binding, fluorescence polarization | inhibition, % at 11 µM | hit rate 0.15% among 320,000; in the data active = inhibition above about 33%
Target sequence (P03206 whole entry, looked up): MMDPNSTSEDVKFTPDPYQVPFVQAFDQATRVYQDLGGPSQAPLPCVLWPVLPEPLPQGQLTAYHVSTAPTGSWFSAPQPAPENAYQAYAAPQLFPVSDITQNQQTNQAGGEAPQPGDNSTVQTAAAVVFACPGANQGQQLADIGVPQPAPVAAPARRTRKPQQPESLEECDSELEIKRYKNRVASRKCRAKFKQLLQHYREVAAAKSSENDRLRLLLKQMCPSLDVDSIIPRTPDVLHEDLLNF
PAFAH1B3 inh: PAFAH1B3 (human) inhibition | hit rate 0.28% among 340,000 | recombinant PAFAH1B3, FP-rhodamine probe, fluorescence polarization | inhibition, % at 3.39 µM | Q15102;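 active = inhibition above the screen-wide average of all tested compounds plus 3 SD, cut at about 25% in these data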;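 note: 0% = enzyme with DMSO only and 100% = wells lacking PAFAH1B3 protein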
Target sequence (Q15102 whole entry, looked up): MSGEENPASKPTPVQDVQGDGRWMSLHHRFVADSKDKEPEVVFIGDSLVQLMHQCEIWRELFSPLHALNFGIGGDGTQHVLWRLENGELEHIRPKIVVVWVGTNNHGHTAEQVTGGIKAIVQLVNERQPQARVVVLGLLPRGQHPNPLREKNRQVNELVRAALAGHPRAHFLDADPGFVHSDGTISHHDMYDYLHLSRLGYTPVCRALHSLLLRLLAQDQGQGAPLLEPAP
PAFAH1B2 FP inh: PAFAH1B2 (human) inhibition. inhibition, % at 3.39 µM. AID 492953. P68402. recombinant PAFAH1B2, FP-rhodamine activity probe, fluorescence polarization. hit rate 1.2% among 340,000;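 active = inhibition above the mean of all tested compounds plus 3 SD, cut at about 24% in these data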;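 note: 0% = enzyme with DMSO and 100% = wells lacking PAFAH1B2; many of its hits are not listed in these tables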
Target sequence (P68402 whole entry, looked up): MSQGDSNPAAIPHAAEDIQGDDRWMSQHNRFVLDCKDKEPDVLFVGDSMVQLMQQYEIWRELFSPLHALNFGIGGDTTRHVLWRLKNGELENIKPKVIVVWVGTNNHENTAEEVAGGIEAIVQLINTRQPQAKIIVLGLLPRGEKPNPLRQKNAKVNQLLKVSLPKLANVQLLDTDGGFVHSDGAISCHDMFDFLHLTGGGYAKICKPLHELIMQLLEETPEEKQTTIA
LYPLA2 counter: LYPLA2 (human) inhibition in PME1 counter-screen | O95372 | recombinant LYPLA2, FP-Rh probe fluorescence polarization | inhibition, % at 5.9 µM | hit rate 0.38% among 320,000;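 active = inhibition above the screen-wide mean plus 3 SD, limit set per campaign, cut at about 26% in these data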;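 note: 0% = LYPLA2 with DMSO and 100% = wells lacking LYPLA2 enzyme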
Target sequence (O95372 whole entry, looked up): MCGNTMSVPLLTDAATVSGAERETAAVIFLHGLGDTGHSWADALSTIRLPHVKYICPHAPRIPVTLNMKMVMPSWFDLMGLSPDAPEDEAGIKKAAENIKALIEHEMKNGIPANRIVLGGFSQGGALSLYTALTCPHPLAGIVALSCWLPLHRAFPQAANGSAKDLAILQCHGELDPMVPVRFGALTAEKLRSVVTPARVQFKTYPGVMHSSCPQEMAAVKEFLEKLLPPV
LYPLA1 counter: LYPLA1 (human) inhibition in PME1 counter-screen | O75608 | inhibition, % at 5.9 µM | hit rate 0.16% among 320,000 | AID 2174 | recombinant LYPLA1, FP-Rh probe fluorescence polarization;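 active = inhibition above the mean of all tested compounds plus 3 SD, set per campaign, cut at about 14% in these data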;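 note: inhibitors block serine hydrolase probe labeling of LYPLA1 so polarization falls; 0% = enzyme with DMSO and 100% = wells lacking LYPLA1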
PAFAH2 FP inh: PAFAH2 (human) inhibition. recombinant PAFAH2, FP-rhodamine activity probe, fluorescence polarization. inhibition, % at 3.39 µM. hit rate 0.99% among 340,000;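 active = inhibition above the mean over all tested compounds plus 3 SD, cut at about 30% in these data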;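 note: inhibitors block probe labeling of enzyme so polarization drops; 0% = enzyme with DMSO and 100% = wells lacking PAFAH2 protein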
PREPL inh: inhibitors of human prolyl oligopeptidase-like enzyme PREPL. recombinant PREPL, fluorescence polarization activity-based probe. inhibition, % at 5.96 µM. hit rate 0.68% among 320,000; in the data active = inhibition above about 43%;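 note: 0% = enzyme with DMSO and 100% = wells lacking enzyme; many of its hits are not listed in these tables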
The depositor's hits bear a star.

For CN(C)S(=O)(=O)c1ccc(NCC2COc3ccccc3O2)c([N+](=O)[O-])c1 (configuration not stated) the results were EBNA-1 inhibitor 4, pPAFAH inh 9, ZTA counter -10, PAFAH1B3 inh 7, PAFAH1B2 FP inh 10, LYPLA2 counter 19, LYPLA1 counter -1, PAFAH2 FP inh 5 and PREPL inh -4.
Screening CC(NC(N)=O)C(=O)Nc1ccc(Cl)c(S(=O)(=O)Nc2ccc(Cl)cc2)c1 (configuration not stated) returned EBNA-1 inhibitor 7, pPAFAH inh 6, ZTA counter -8, PAFAH1B3 inh 6, PAFAH1B2 FP inh 4, LYPLA2 counter 2, LYPLA1 counter 3, PAFAH2 FP inh -6 and PREPL inh 11.
Cn1c(SCc2ccccc2Cl)nc(C(F)(F)F)cc1=O was read as EBNA-1 inhibitor 13, pPAFAH inh -1, ZTA counter 11, PAFAH1B3 inh 9, PAFAH1B2 FP inh 1, LYPLA2 counter 2, LYPLA1 counter 0, PAFAH2 FP inh 9 and PREPL inh -2.
`CCCCN(CC)CCCNC(=O)c1csc2c1CCCCC2` gave EBNA-1 inhibitor 4, pPAFAH inh -2, ZTA counter 7, PAFAH1B3 inh -6, PAFAH1B2 FP inh 0, LYPLA2 counter -6, LYPLA1 counter -4, PAFAH2 FP inh -2 and PREPL inh -6.
NS(=O)(=O)c1ccc(NC(=O)COC(=O)CCC2CCCCC2)cc1 was read as EBNA-1 inhibitor 1, pPAFAH inh 6, ZTA counter -5, PAFAH1B3 inh 3, PAFAH1B2 FP inh 0, LYPLA2 counter 4, LYPLA1 counter -3, PAFAH2 FP inh -4 and PREPL inh 7.
Screening Cc1cc(C(=O)COc2cccc(-n3cnnn3)c2)c(C)n1-c1ccccc1 returned EBNA-1 inhibitor -6, pPAFAH inh 9, ZTA counter -3, PAFAH1B3 inh -6, PAFAH1B2 FP inh 1, LYPLA2 counter 3, LYPLA1 counter -1, PAFAH2 FP inh 4 and PREPL inh -4.
COc1ccc(C(=O)/C(=C\N(C)C)n2nc(C)cc2C)cc1 was read as EBNA-1 inhibitor 3, pPAFAH inh 5, ZTA counter 14, PAFAH1B3 inh 7, PAFAH1B2 FP inh 5, LYPLA2 counter -2, LYPLA1 counter -1, PAFAH2 FP inh -3 and PREPL inh -6.
O=C(Nc1nnc(-c2ccco2)o1)c1cccc(N2C(=O)CCC2=O)c1 was read as EBNA-1 inhibitor -4, pPAFAH inh 1, ZTA counter -25, PAFAH1B3 inh 3, PAFAH1B2 FP inh 2, LYPLA2 counter 4, LYPLA1 counter -3, PAFAH2 FP inh 0 and PREPL inh 26.
For O=C(NCCCN1CCCC1=O)C1CCN(S(=O)(=O)c2ccccc2)CC1 the results were pPAFAH inh 4, ZTA counter -3, PAFAH1B3 inh 5, PAFAH1B2 FP inh 7, LYPLA2 counter 5, LYPLA1 counter 2, PAFAH2 FP inh 5 and PREPL inh -1.
`C#CCOCCOCCOCCNc1nc(N2CCN(C(=O)[C@H]([C@@H](C)O)n3cc(CCCCN)nn3)CC2)nc(N2CCN(C(=O)[C@H](CCCCN)n3cc(CCC(=O)O)nn3)CC2)n1` gave EBNA-1 inhibitor 3, pPAFAH inh 7, ZTA counter 6, PAFAH1B3 inh 3, PAFAH1B2 FP inh -2, LYPLA2 counter 1, LYPLA1 counter -2, PAFAH2 FP inh -6 and PREPL inh 5.
Screening COc1ccc(-c2cc(-c3ccc(F)cc3)nc(N3CCN(C)CC3)n2)cc1 returned EBNA-1 inhibitor -9, pPAFAH inh -6, ZTA counter 13, PAFAH1B3 inh -1, PAFAH1B2 FP inh 1, LYPLA2 counter -3, LYPLA1 counter -5, PAFAH2 FP inh -3 and PREPL inh 7.
Screening O=C(COc1cccc2cccnc12)NNC(=S)Nc1ccccc1 returned EBNA-1 inhibitor -3, pPAFAH inh 3, ZTA counter -9, LYPLA2 counter -1, LYPLA1 counter -1 and PREPL inh 5.
COC(=O)C(=NNc1c(C)n(C)n(-c2ccccc2)c1=O)C(=O)OC was read as EBNA-1 inhibitor -6, pPAFAH inh -1, ZTA counter -9, PAFAH1B3 inh -1, PAFAH1B2 FP inh 4, LYPLA2 counter 6, LYPLA1 counter 0, PAFAH2 FP inh -7 and PREPL inh 8.
For N#C/C(=C\Nc1ccc(F)c(Cl)c1)S(=O)(=O)c1ccccn1 the results were EBNA-1 inhibitor -2, pPAFAH inh 1, ZTA counter 6, LYPLA2 counter 1, LYPLA1 counter -1 and PREPL inh -7.
`Cc1ccc(NC(=O)CSc2ccccc2NC(=O)c2ccccc2)cc1Cl` gave EBNA-1 inhibitor 15, pPAFAH inh -1, ZTA counter 0, PAFAH1B3 inh -3, PAFAH1B2 FP inh -4, LYPLA2 counter 2, LYPLA1 counter 0, PAFAH2 FP inh -9 and PREPL inh -7.
`CCOC(=O)c1c(Nc2nc(C)c(C(=O)NC)s2)sc(C)c1C` gave EBNA-1 inhibitor 6, pPAFAH inh 6, ZTA counter -4, PAFAH1B3 inh 10, PAFAH1B2 FP inh 2, LYPLA2 counter -3, LYPLA1 counter 2, PAFAH2 FP inh -2 and PREPL inh 5.
Screening Oc1[nH]c2ccccc2c1N=NC(=S)NCCc1ccccc1 returned EBNA-1 inhibitor 13, pPAFAH inh 6, ZTA counter 14, PAFAH1B3 inh 2, PAFAH1B2 FP inh 3, LYPLA2 counter -11, LYPLA1 counter -11, PAFAH2 FP inh -6 and PREPL inh 6.
COCCNC(=O)Cc1ccc(F)cc1 was read as EBNA-1 inhibitor 2, pPAFAH inh -3, ZTA counter -19, PAFAH1B3 inh 16, PAFAH1B2 FP inh 4, LYPLA2 counter 8, LYPLA1 counter 3, PAFAH2 FP inh -1 and PREPL inh 2.
Screening COc1cc(C(C(=O)NCC2CCCO2)N(C(=O)Cn2nnc3ccccc32)c2ccc(OC)c(OC)c2)ccc1O (configuration not stated) returned EBNA-1 inhibitor 3, pPAFAH inh 3, ZTA counter 7, PAFAH1B3 inh -8, PAFAH1B2 FP inh 2, LYPLA2 counter 3, LYPLA1 counter -1, PAFAH2 FP inh -4 and PREPL inh -4.
For CC(=O)N1c2ccc(S(=O)(=O)N3CCCC(C(=O)N4CCCCC4)C3)cc2CC1C (configuration not stated) the results were EBNA-1 inhibitor -3, pPAFAH inh -1, ZTA counter -6, PAFAH1B3 inh 14, PAFAH1B2 FP inh 0, LYPLA2 counter 2, LYPLA1 counter 3, PAFAH2 FP inh 5 and PREPL inh 3.

Next section; it opens with the 2 that closed the last part.
Screening COc1cc(C(C(=O)NCC2CCCO2)N(C(=O)Cn2nnc3ccccc32)c2ccc(OC)c(OC)c2)ccc1O (configuration not stated) returned EBNA-1 inhibitor 3, pPAFAH inh 3, ZTA counter 7, PAFAH1B3 inh -8, PAFAH1B2 FP inh 2, LYPLA2 counter 3, LYPLA1 counter -1, PAFAH2 FP inh -4 and PREPL inh -4.
For CC(=O)N1c2ccc(S(=O)(=O)N3CCCC(C(=O)N4CCCCC4)C3)cc2CC1C (configuration not stated) the results were EBNA-1 inhibitor -3, pPAFAH inh -1, ZTA counter -6, PAFAH1B3 inh 14, PAFAH1B2 FP inh 0, LYPLA2 counter 2, LYPLA1 counter 3, PAFAH2 FP inh 5 and PREPL inh 3.
`CCOC(=O)c1c(C)[nH]c(C(=O)NCCN2CCOCC2)c1C` gave EBNA-1 inhibitor -1, pPAFAH inh 5, ZTA counter 10, PAFAH1B3 inh -9, PAFAH1B2 FP inh 0, LYPLA2 counter -5, LYPLA1 counter 0, PAFAH2 FP inh -5 and PREPL inh -9.
Cc1ccc2cc(CCNC(=O)Cc3cccs3)c(=O)[nH]c2c1 was read as EBNA-1 inhibitor 4, pPAFAH inh 3, ZTA counter 6, PAFAH1B3 inh -1, PAFAH1B2 FP inh 11, LYPLA2 counter 3, LYPLA1 counter 10, PAFAH2 FP inh 8 and PREPL inh 1.
CCC1=Nc2cc(C(=O)NCCCOC)ccc2Sc2ccccc21 was read as EBNA-1 inhibitor -7, pPAFAH inh 5, ZTA counter 8, PAFAH1B3 inh 11, PAFAH1B2 FP inh 0, LYPLA2 counter -4, LYPLA1 counter -1, PAFAH2 FP inh -6 and PREPL inh -10.
CCCCCC(=O)NNC(=O)c1ccc(F)cc1 was read as EBNA-1 inhibitor -6, pPAFAH inh -2, ZTA counter -10, PAFAH1B3 inh 4, PAFAH1B2 FP inh 2, LYPLA2 counter -3, LYPLA1 counter 1, PAFAH2 FP inh 3 and PREPL inh 17.
Screening COc1ccccc1CNC(=O)CCSCc1cccc(Cl)c1 returned EBNA-1 inhibitor -4, pPAFAH inh 15, ZTA counter -7, PAFAH1B3 inh 8, PAFAH1B2 FP inh 5, LYPLA2 counter 6, LYPLA1 counter 3, PAFAH2 FP inh 7 and PREPL inh -22.
Screening N#Cc1ccccc1NC(=O)COc1c(Br)cc(Br)c2cccnc12 returned EBNA-1 inhibitor -1, pPAFAH inh 19, ZTA counter 8, PAFAH1B3 inh 3, PAFAH1B2 FP inh -1, LYPLA2 counter 0, LYPLA1 counter 1, PAFAH2 FP inh 7 and PREPL inh -3.
For COc1cc(N)c(Cl)cc1C(=O)OCC(=O)NC1CCCC1 the results were EBNA-1 inhibitor 0, pPAFAH inh 5, ZTA counter -12, PAFAH1B3 inh 8, PAFAH1B2 FP inh 7, LYPLA2 counter 1, LYPLA1 counter 0, PAFAH2 FP inh 48* and PREPL inh -6.
`CCOC(=O)C1(CC2CCCCO2)CCN(C(=O)Nc2ccc(C)c(C)c2)CC1` (configuration not stated) gave EBNA-1 inhibitor -6, pPAFAH inh 4, ZTA counter 4, PAFAH1B3 inh 14, PAFAH1B2 FP inh 3, LYPLA2 counter -6, LYPLA1 counter -1, PAFAH2 FP inh 1 and PREPL inh 9.
CC(C)CN(C(=O)CSc1nncn1C)C1CCS(=O)(=O)C1 (configuration not stated) was read as pPAFAH inh 0, ZTA counter -12, PAFAH1B3 inh 1, PAFAH1B2 FP inh 2, LYPLA2 counter 4, LYPLA1 counter 2, PAFAH2 FP inh -6 and PREPL inh 12.
Screening CCOC(=O)c1c(C(=O)OCC)c(C)n(CCc2ccc(OC)c(OC)c2)c1C returned EBNA-1 inhibitor 6, pPAFAH inh 0, ZTA counter 4, PAFAH1B3 inh 0, PAFAH1B2 FP inh 1, LYPLA2 counter -6, LYPLA1 counter -4, PAFAH2 FP inh -1 and PREPL inh -3.
`CCOC(=O)c1ccc(N=C2SC(C(=O)NC)CC(=O)N2CCc2ccccc2)cc1` (configuration not stated) gave EBNA-1 inhibitor 2, pPAFAH inh 1, ZTA counter 9, PAFAH1B3 inh 11, PAFAH1B2 FP inh 7, LYPLA2 counter -3, LYPLA1 counter 0, PAFAH2 FP inh 9 and PREPL inh -21.
Screening CC(Sc1nc(-c2ccccc2)cc(C(F)(F)F)n1)C(=O)O (configuration not stated) returned EBNA-1 inhibitor -9, pPAFAH inh 6, ZTA counter -21, LYPLA2 counter 5, LYPLA1 counter 2 and PREPL inh -2.
Screening O=C(/C=C/c1cccc([N+](=O)[O-])c1)Nc1ccccn1 returned EBNA-1 inhibitor -3, pPAFAH inh 6, ZTA counter -19, PAFAH1B3 inh 7, PAFAH1B2 FP inh 3, LYPLA2 counter 1, LYPLA1 counter 0, PAFAH2 FP inh -2 and PREPL inh 1.
`O=C(Nc1ccccn1)c1ccc(S(=O)(=O)N2CCCC2)cc1` gave EBNA-1 inhibitor -4, pPAFAH inh 7, ZTA counter -4, PAFAH1B3 inh 4, PAFAH1B2 FP inh -1, LYPLA2 counter 1, LYPLA1 counter 4, PAFAH2 FP inh 4 and PREPL inh 2.
`O=c1oc2ccccc2cc1-c1cn2ccccc2n1` gave EBNA-1 inhibitor 5, pPAFAH inh -3, ZTA counter 6, PAFAH1B3 inh 8, PAFAH1B2 FP inh 12, LYPLA2 counter -5, LYPLA1 counter -3, PAFAH2 FP inh 4 and PREPL inh 13.

Not all compounds are listed; rates above refer to the full screens.
